High-throughput results (PubChem)
MRP resist rev: reverses drug resistance mediated by MRP; H69AR cells + 2 uM doxorubicin, CellTiter-Glo, 72 h; differential viability (reversal), % at 10 µM; 0.04% of 85,000 active;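 active = viability drop by adding the cancer drug above about 55%, with treated viability meeting a 40% cutoff, limit read from the data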;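 note: viability without doxorubicin minus viability with 2 µM doxorubicin for each compound; larger differential means the compound sensitizes cells more to doxorubicin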
IL1B NFkB inh: blocks IL-1B driven NFkB nuclear translocation in HUVEC cells. inhibition, % at 2 µM. HUVEC IL-1B NFkB p65 nuclear translocation imaging. 0.43% of 94,000 active. AID 796;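 active = inhibition above about 30% together with a positive call from visual inspection of the well image, limit read from the data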;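 note: nuclear over cytoplasmic p65 intensity ratio measured by imaging; 0% = IL-1B stimulated DMSO wells and 100% = unstimulated DMSO wells; values of inactives mirror those of a sister screen read the other way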
IL1B NFkB pot: enhances IL-1B driven NFkB nuclear translocation | activation, % at 2 µM | HUVEC IL-1B NFkB p65 nuclear translocation imaging | 0.3% of 94,000 active | AID 819;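 active = activation above 40%, about the mean plus 3 SD, also judged a hit on visual image review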;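 note: percent activation is computed from the nuclear over cytoplasmic p65 intensity ratio; values of inactives mirror those of a sister screen read the other way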
Bcl-B TR3 displacers: displacers of TR3 peptide from Bcl-B, primary screen, selectivity assay for Bfl-1 inhibitor project, biochemical, fluorescence polarization. FP displacement of FITC-TR3 peptide from Bcl-B; higher % means a stronger effect. one-dose displacement, % at 20 µM; IC50 in µM for titrated hits. 0.11% of 96,000 active. AID 748;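 active = displacement above 50% at 20 µM plus a fluorescence interference ratio under 1.5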;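 note: plate controls were wells without compound for no effect and wells lacking Bcl-B protein for full effect; a part of the inactive calls stands beside numbers as strong as those of hits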
PLAP inhibition: inhibition of human placental alkaline phosphatase – biochemical, luminescence, HTS (AID 690); purified PLAP, luminescent substrate; higher % means a stronger effect; inhibition, % at 20 µM; hits with a dose series show IC50 in µM; 0.08% of 96,000 active; in the data active = a potency from the dose series; inactive = the rest, 99 in 100 with inhibition below about 30%; note: strong numbers were not always called active
MRP resist rev cytotoxicity: also measured in MRP resist rev; calls as there; viability, %; H69AR cells, CellTiter-Glo, 72 h; measured here: cytotoxicity without doxorubicin
MRP resist rev with doxorubicin: also measured in MRP resist rev; calls as there; viability, %; measured here: viability with 2 uM doxorubicin; active compounds read low
IL1B NFkB inh cell count 2 µM: further read-out of IL1B NFkB inh, marked with its call; cell count; measured here: cells passing quality filter;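 raw number of nuclei counted in each imaged well without normalization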
IL1B NFkB pot cell count 2 µM: recorded beside IL1B NFkB pot, whose call it bears; cell count; measured here: cells passing quality filter
* hit, by the source's call; · = not tested or not shown. This is a subset, so the mix of outcomes need not match the whole.

SMILES	MRP resist rev	MRP resist rev cytotoxicity	MRP resist rev with doxorubicin	IL1B NFkB inh	IL1B NFkB inh cell count 2 µM	IL1B NFkB pot	IL1B NFkB pot cell count 2 µM	Bcl-B TR3 displacers	PLAP inhibition
O=C(Cc1ccccc1)NCCS(=O)c1ccc(Cl)cc1 (centres undefined)	·	·	·	-4.7	158	4.7	158	-10.3%	7.6%
Cc1ccc2nc3c(cc2c1)CN(Cc1ccco1)C(=NCC1CCCO1)S3 (centres undefined)	-11.7	72.4	84.1	-0.8	130	0.8	130	-3.5%	-17.1%
Cc1ccc(S(=O)(=O)NC(=O)c2cc(C)n(-c3cc(S(=O)(=O)N4CCOCC4)ccc3N3CCCC3)c2C)cc1	·	·	·	-5.8	190	5.8	190	6.5%	-65.2%
CCCCCn1c(SCC(=O)OCC)nc2cc(C(=O)N3CCC(C(N)=O)CC3)ccc2c1=O	3.9	73.2	69.4	9.5	135	-9.5	135	-5.3%	-32.9%
C=C1N(c2ccc(Cl)cc2)C(=O)OC1(C)C	·	·	·	5.7	170	-5.7	170	8.6%	-11.0%
COc1ccc(Cc2nc(C(=O)Nc3ccc(OC)cc3)cs2)cc1	13.0	106.9	93.9	7.9	158	-9.9	72	-9.8%	5.1%
Cc1nnc(SCC(=O)N2CCOCC2)n1C	10.8	97.1	86.2	-21.8	105	21.8	105	1.5%	-7.0%
Cc1cc(Br)ccc1NC(=O)CCN1C(=O)c2ccncc2C1=O	2.1	89.7	87.6	-4.4	147	4.4	147	6.4%	-21.5%
OCCN(Cc1ccccc1)CC1CC2C=CC1C2 (centres undefined)	4.1	101.2	97.2	-3.9	94	3.9	94	-7.6%	5.8%
Cc1ccc2c(C(=O)CN3CCOCC3)c(C)[nH]c2c1	3.9	85.2	81.3	-11.8	162	11.8	162	-6.1%	-14.7%
Cc1cccc(NC(=O)c2ccccc2Br)n1	7.0	89.6	82.6	-0.4	169	0.4	169	12.6%	12.9%
COc1ccc(NC(=O)C2CCCN(S(=O)(=O)c3c(C)n[nH]c3C)C2)cc1 (centres undefined)	-1.6	90.1	91.7	4.0	180	-4.0	180	-8.3%	-4.3%
CC(=O)Nc1ccc(S(=O)(=O)N2CCSC2c2ccccc2)cc1 (centres undefined)	0.4	97.2	96.8	-11.8	140	11.8	140	2.5%	0.1%
CC(C)C(=O)Nc1ccc(NC(=O)c2cc3ccccc3o2)cc1	1.1	81.9	80.8	-16.1	117	16.1	117	-11.0%	22.0%
COCCN1Cc2cccc(C(=O)Nc3cccnc3)c2C1=O	2.9	85.9	83.1	0.1	99	-0.1	99	0.9%	12.2%
COc1ccc(CNC(=O)CSc2nc3c(c(=O)n(C)c(=O)n3C)n2C)cc1	15.9	94.4	78.4	-4.3	122	4.3	122	·	·
N#CCC(=O)N1CCCCCC1	-5.0	86.9	91.9	-4.8	199	4.8	199	-10.7%	4.6%
CCn1c(Cn2nnc(-c3ccccc3)n2)nnc1SCC(=O)N1CCOCC1	4.3	96.1	91.8	13.5	115	-13.5	115	3.9%	-16.1%
Cc1ccc(-n2ncc3c(=O)[nH]c(SCC(=O)N4CCN(c5ccccc5)CC4)nc32)cc1	-18.6	58.9	77.4	-1.9	134	1.9	134	·	·
CC1(C)Cc2c(c(-c3ccccc3)nc(N3CCCC3)c2C(N)=O)CO1	-4.6	91.5	96.1	·	·	·	·	-4.4%	-14.8%
Cc1ccc(NC(=O)Nc2ccc3c(c2)N(C)C(=O)CS3)nc1	-24.3	63.9	88.2	-28.3	109	28.2	109	·	·
c1ccc(-c2ccc3c(c2)c2c4n3CCN=C4CCC2)cc1	-15.6	23.9	39.5	1.8	184	-1.8	184	2.3%	-50.3%
CC(C)(C)OC(=O)NCC12C=CC(O1)C1C(=O)N(Cc3ccccc3)C(=O)C12 (centres undefined)	23.2	98.0	74.8	-3.1	124	3.1	124	·	·
COCCNS(=O)(=O)c1cc(-c2nn(C)c(=O)c3ccccc23)ccc1C	0.4	83.5	83.1	-5.6	171	5.6	171	12.3%	-49.9%
C=CCc1ccccc1OCC(O)CN(CC)CC (centres undefined)	10.2	91.7	81.5	-29.3	67	29.3	67	12.3%	-47.3%

Record cards, as listed above. Order of screens: MRP resist rev	MRP resist rev cytotoxicity	MRP resist rev with doxorubicin	IL1B NFkB inh	IL1B NFkB inh cell count 2 µM	IL1B NFkB pot	IL1B NFkB pot cell count 2 µM	Bcl-B TR3 displacers	PLAP inhibition
Shown for Cc1ccc(-n2ncc3c(=O)[nH]c(SCC(=O)N4CCN(c5ccccc5)CC4)nc32)cc1 → -18.6	58.9	77.4	-1.9	134	1.9	134	·	·
Shown for COc1ccc(CNC(=O)CSc2nc3c(c(=O)n(C)c(=O)n3C)n2C)cc1 → 15.9	94.4	78.4	-4.3	122	4.3	122	·	·
Shown for CC(C)(C)OC(=O)NCC12C=CC(O1)C1C(=O)N(Cc3ccccc3)C(=O)C12 (centres undefined) → 23.2	98.0	74.8	-3.1	124	3.1	124	·	·
Shown for CC(=O)Nc1ccc(S(=O)(=O)N2CCSC2c2ccccc2)cc1 (centres undefined) → 0.4	97.2	96.8	-11.8	140	11.8	140	2.5%	0.1%
Shown for C=CCc1ccccc1OCC(O)CN(CC)CC (centres undefined) → 10.2	91.7	81.5	-29.3	67	29.3	67	12.3%	-47.3%

The main list resumes, repeating the 3 entries before the break.
SMILES	MRP resist rev	MRP resist rev cytotoxicity	MRP resist rev with doxorubicin	IL1B NFkB inh	IL1B NFkB inh cell count 2 µM	IL1B NFkB pot	IL1B NFkB pot cell count 2 µM	Bcl-B TR3 displacers	PLAP inhibition
CC(C)(C)OC(=O)NCC12C=CC(O1)C1C(=O)N(Cc3ccccc3)C(=O)C12 (centres undefined)	23.2	98.0	74.8	-3.1	124	3.1	124	·	·
COCCNS(=O)(=O)c1cc(-c2nn(C)c(=O)c3ccccc23)ccc1C	0.4	83.5	83.1	-5.6	171	5.6	171	12.3%	-49.9%
C=CCc1ccccc1OCC(O)CN(CC)CC (centres undefined)	10.2	91.7	81.5	-29.3	67	29.3	67	12.3%	-47.3%
O=S1(=O)NC2CCCCCN2c2ccc(F)cc21 (centres undefined)	9.6	88.2	78.7	-2.2	126	2.2	126	6.5%	15.9%
Cc1ccc2cc3c(NC(=O)C(C)C)nn(C)c3nc2c1	-3.4	86.7	90.2	-3.8	94	3.8	94	-1.7%	-14.6%
COc1ccc(C2OC(=O)CC2C(=O)N2CCN(c3cc(Cl)ccc3C)CC2)cc1OC (centres undefined)	-15.0	66.6	81.6	·	·	·	·	-20.7%	-49.5%
Cc1cccc(C(=O)N2CCN(c3ccccn3)CC2)c1	18.2	100.5	82.2	-1.9	153	1.9	153	·	·
CC(NS(=O)(=O)c1ccc(F)cc1)C(c1cccs1)N1CCN(C)CC1 (centres undefined)	4.1	97.2	93.1	-1.5	98	1.5	98	·	·
CC1CCCN(c2ccc(C(=O)NCC3CCCO3)cn2)C1 (centres undefined)	-7.0	94.6	101.6	9.4	126	-9.4	126	-9.0%	-0.3%
O=C(CSc1ccc2nnc(-c3ccc(F)cc3)n2n1)NCc1ccco1	-1.4	81.9	83.3	-5.8	111	5.8	111	·	·
O=C(Cn1ccc2ccccc2c1=O)NCCC(=O)Nc1cccnc1	-4.2	94.9	99.0	-19.8	134	19.8	134	0.6%	3.3%
CCN1C(=Nc2ccc(Cl)cc2)SC/C1=C\C(=O)OC	2.9	81.2	78.4	-3.2	200	3.2	200	12.5%	7.5%
O=C(Nc1ccc2c(c1)OCO2)C1(S(=O)(=O)c2ccc(Cl)cc2)CC1	·	·	·	14.9	89	-14.9	89	1.1%	3.4%
COc1c(C)cccc1C(=O)NC(=S)Nc1ccc2c(c1)Cc1ccccc1-2	8.2	90.0	81.8	4.1	167	-4.1	167	-1.2%	-1.7%
O=C(c1ccc(Cn2c(=O)[nH]c3ccccc3c2=O)cc1)N1CCN(c2ccccc2)CC1	10.7	88.2	77.5	-7.8	103	7.8	103	-3.9%	0.9%
O=C(COC(=O)c1ccc(NS(=O)(=O)c2ccc3c(c2)OCCO3)cc1)NC1CC1	·	·	·	-5.3	144	5.3	144	-2.0%	-12.6%
COc1ccc(CCNS(=O)(=O)c2ccc3c(c2)n(C)c(=O)c(=O)n3C)cc1OC	·	·	·	0.5	197	-0.5	197	11.5%	23.7%
C[N+](C)(C)C/C=C1/COCO1	-3.1	89.6	92.7	-19.1	142	19.1	142	-11.2%	-2.3%
c1ccc(C2NCCn3cccc32)cc1 (centres undefined)	-0.6	99.1	99.7	-25.4	123	25.4	123	-0.8%	-22.8%
CC(C)(C)NS(=O)(=O)c1ccc(NC(=O)C(Sc2ccccc2)c2ccccc2)cc1 (centres undefined)	·	·	·	-15.3	200	15.3	200	3.2%	-2.1%
N#Cc1c(N)oc(-c2ccc3c(c2)OCO3)c1-c1ccc2c(c1)OCO2	-0.7	22.2	22.9	-10.9	169	10.8	169	47.4%	-4.4%
Cn1c(SCc2ccccc2)nnc1-c1cnccn1	4.8	95.2	90.5	-1.3	153	1.3	153	-0.7%	7.3%
COc1ccccc1NC(=O)NC(N)=O	-5.8	84.4	90.2	-2.0	166	2.0	166	0.0%	-3.8%
CN(C1CCCCC1)S(=O)(=O)c1ccc2c(c1)c(=O)c(C(=O)N1CCc3ccccc3C1)cn2C	-6.9	5.9	12.8	-6.2	145	6.2	145	2.9%	3.6%
COc1ccc2nc(C)cc(SCC(=O)N/N=C/c3cccc4ccccc34)c2c1	·	·	·	-15.4	187	15.4	187	-49.2%	-57.1%
COc1ccc(C(=O)Nc2ccccc2C(=O)NCCCn2ccnc2)cc1	2.8	76.9	74.1	-4.8	157	4.8	157	13.3%	-21.8%
COc1ccccc1NC(=O)c1c(C)oc2c1CCCC2	-0.5	67.4	67.9	-8.0	134	8.0	134	·	·
CCCCNC(=O)c1onc(CSc2ccccc2C)c1C(=O)O	·	·	·	-6.0	156	6.0	156	-3.3%	-11.1%
(continued)
SMILES	MRP resist rev	MRP resist rev cytotoxicity	MRP resist rev with doxorubicin	IL1B NFkB inh	IL1B NFkB inh cell count 2 µM	IL1B NFkB pot	IL1B NFkB pot cell count 2 µM	Bcl-B TR3 displacers	PLAP inhibition
COc1ccc2c(=O)c3c(=O)n(Cc4ccco4)c(-c4cc(OC)c(OC)c(OC)c4)nc3oc2c1	-6.2	13.2	19.4	0.6	121	-0.6	121	·	·
CCCCn1c(=O)[nH]c(=O)c2c1ncn2Cc1ccco1	·	·	·	-6.2	153	6.2	153	-17.4%	-16.2%
Oc1ccc(Cl)cc1CNc1ccc(Br)cn1	-30.1	43.3	73.4	4.6	145	-4.6	145	-8.3%	-14.1%
CCc1nc(N)c(C#N)c(-c2ccc(O)c(OC)c2)c1C	-0.1	82.2	82.3	-8.2	206	8.2	206	-3.3%	13.0%
C=CCn1c(SC(C)C(=O)NC2(C#N)CCCCC2)nnc1-c1ccc(OC)cc1 (centres undefined)	29.3	95.7	66.4	6.9	160	-6.9	160	-10.6%	-20.8%
COCCNC(=O)c1ccc2c(=O)n(Cc3ccco3)c(SCC(=O)NC3CCCCC3)nc2c1	7.8	92.0	84.2	-3.5	126	3.5	126	-12.7%	-27.7%
CCOc1ccc(NCc2nnc(SCc3ccccc3Cl)n2-c2ccccc2)cc1	·	·	·	3.3	122	-3.3	122	-4.9%	-31.1%
COc1ccc(C(=O)NC(=O)COC(=O)C2COc3ccccc3O2)cc1 (centres undefined)	9.9	94.4	84.5	0.0	88	0.0	88	-21.7%	6.3%
CC1(C)CC(=O)N(CC(=O)NCc2ccc(F)cc2)c2ccccc2S1(=O)=O	-4.6	96.6	101.2	-2.7	173	2.7	173	6.8%	-3.5%
Cc1cc(S(=O)(=O)Nc2c(C(=O)O)[nH]c3ccccc23)ccc1F	-13.6	92.8	106.4	0.0	96	0.0	96	-0.6%	-97.8%
O=C(NCc1ccc(F)cc1)c1cnc2sccn2c1=O	3.0	89.0	86.1	·	·	·	·	-0.9%	-24.8%
